# MRP reversal = MRP-mediated drug resistance reversal; H69AR cells + 2 uM doxorubicin, CellTiter-Glo, 72 h; differential viability (reversal), % at 10 µM; hit rate 0.04% among 85,000;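 active = viability drop by adding the cancer drug above about 55%, with treated viability meeting a 40% cutoff, limit read from the data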;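 also: viability without doxorubicin minus viability with 2 µM doxorubicin for each compound; larger differential means the compound sensitizes cells more to doxorubicin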
# IL1B NFkB pot = enhances IL-1B driven NFkB nuclear translocation. hit rate 0.3% among 94,000. activation, % at 2 µM. HUVEC IL-1B NFkB p65 nuclear translocation imaging;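 active = activation above 40%, about the mean plus 3 SD, also judged a hit on visual image review; inconclusive = activation above 40% but not a hit on visual review; inactive = activation not above 40% and no visual hit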;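 also: percent activation is computed from the nuclear over cytoplasmic p65 intensity ratio; values of inactives mirror those of a sister screen read the other way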
# Bcl-B TR3 displacers = displacers of TR3 peptide from Bcl-B, primary screen, selectivity assay for Bfl-1 inhibitor project, biochemical, fluorescence polarization; FP displacement of FITC-TR3 peptide from Bcl-B; higher % means a stronger effect; hit rate 0.11% among 96,000; one-dose displacement, % at 20 µM; IC50 in µM for titrated hits;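 active = displacement above 50% at 20 µM plus a fluorescence interference ratio under 1.5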;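 also: plate controls were wells without compound for no effect and wells lacking Bcl-B protein for full effect; a part of the inactive calls stands beside numbers as strong as those of hits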
# IL1B NFkB inh = blocks IL-1B driven NFkB nuclear translocation in HUVEC cells; inhibition, % at 2 µM; HUVEC IL-1B NFkB p65 nuclear translocation imaging; hit rate 0.43% among 94,000;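 active = inhibition above about 30% together with a positive call from visual inspection of the well image, limit read from the data; inconclusive = inhibition above a set limit but visual check negative; inactive = inhibition not above a set limit, visual check negative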;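 also: nuclear over cytoplasmic p65 intensity ratio measured by imaging; 0% = IL-1B stimulated DMSO wells and 100% = unstimulated DMSO wells; values of inactives mirror those of a sister screen read the other way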
# PLAP inhibitors HTS = PLAP enzyme inhibitors, biochemical, luminescence, HTS (AID 690); purified PLAP, luminescent substrate; higher % means a stronger effect; inhibition, % at 20 µM, or IC50 in µM where a hit was titrated; hit rate 0.08% among 96,000; in the data active = a potency from the dose series; inactive = the rest, 99 in 100 with inhibition below about 30%; also: strong numbers were not always called active
# MRP reversal cytotoxicity = recorded beside MRP reversal, whose call it bears; viability, %; H69AR cells, CellTiter-Glo, 72 h; measured here: cytotoxicity without doxorubicin
# MRP reversal with doxorubicin = further read-out of MRP reversal, marked with its call; viability, %; measured here: viability with 2 uM doxorubicin; active compounds read low
# IL1B NFkB inh cell count 2 µM = further read-out of IL1B NFkB inh, marked with its call; cell count; measured here: cells passing quality filter;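 raw number of nuclei counted in each imaged well without normalization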
# IL1B NFkB pot cell count 2 µM = second read-out of IL1B NFkB pot, no call of its own (marks repeat the call); cell count; measured here: cells passing quality filter
# Starred values were filed as active, the others as inactive; u = inconclusive; x = no result given. Only part of the results is shown (hit frequency here may not be typical).
compound,MRP reversal,MRP reversal cytotoxicity,MRP reversal with doxorubicin,IL1B NFkB pot,IL1B NFkB pot cell count 2 µM,Bcl-B TR3 displacers,IL1B NFkB inh,IL1B NFkB inh cell count 2 µM,PLAP inhibitors HTS
CCCNC(=O)NC(=O)CSc1nnc(C)n1N,9,92,83,1,161,-6%,-1,161,13%
Cc1nc(NC(=O)c2ccccc2)sc1-c1csc(Nc2cccc(F)c2)n1,x,x,x,6,142,-3%,-6,142,16%
Cn1c(CCN2CCN(c3ccccc3)CC2)nc2cc(NC(=O)c3ccco3)ccc21,-20,21,41,-14,179,10%,14,179,-53%
CCN(CC)S(=O)(=O)c1cc(Br)ccc1OC,8,86,78,16,126,-1%,-16,126,-25%
CCCN=CC1=C(O)CC(c2ccccc2)CC1=O (configuration not stated),-1,99,100,-8,113,x,8,113,x
CN1CCN(c2ccccc2NC(=O)c2cccc(OCc3ccccc3)c2)CC1,-26,11,37,26,107,-5%,-26,107,-39%
CC(=O)c1ccc(C(C)(C)c2ccc(C(C)=O)s2)s1,12,93,81,-17,134,2%,17,134,-1%
CCC(C)C(NS(=O)(=O)c1ccc(C)cc1)C(=O)Oc1ccc2c3c(c(=O)oc2c1)CCC3 (configuration not stated),x,x,x,-17,109,3%,17,109,4%
O=C(Nc1nnc(-c2ccc3c(c2)CCCC3)o1)C1CCCCC1,-12,49,61,-5,130,20%,5,130,-44%
Cc1nnc(Oc2ccccc2)c2ccccc12,2,100,98,0,184,-7%,0,184,14%
c1ccc(Cn2nnnc2C(c2ccncc2)N2CCOCC2)cc1 (configuration not stated),5,84,80,-11,73,2%,11,73,13%
Cc1cccc(N2CCN(C(=O)Cn3nc(Cc4ccncc4)c4ccccc4c3=O)CC2)c1C,9,77,68,-7,75,x,7,75,x
O=c1cc2c(nn1Cc1ccccc1Cl)-c1ccccc1CC2,9,88,79,8,48,-30%,0,157,-61%
CCCCCC(=O)Nc1nc(C)c(-c2csc(Nc3ccc(Cl)cc3)n2)s1,x,x,x,0,161,-3%,0,161,10%
O=C(Cc1ccccc1)N(c1ccc(F)cc1)C1C=CS(=O)(=O)C1 (configuration not stated),16,95,78,-8,98,-1%,8,98,6%
CCCCC(SCC(=O)Nc1ccccc1)C(=O)O (configuration not stated),x,x,x,8,84,-8%,-8,84,-6%
CC(C)(C)NS(=O)(=O)c1ccc(CCC(=O)Nc2cc(Cl)ccc2Oc2ccccc2)cc1,x,x,x,5,149,-10%,-5,149,-50%
Clc1ccccc1-c1nc(-c2ccccc2)n[nH]1,4,76,72,-8,171,-2%,8,171,2%
CCn1c2ccccc2c2cc(NC(=O)C(C)C)ccc21,-9,59,67,1,137,-4%,-1,137,-10%
Cc1ccc(Cl)cc1NC(=O)COC(=O)CC1CC2CCC1C2 (configuration not stated),x,x,x,3,141,9%,-3,141,30%
CCN(CCCNC(=O)CCCCn1c(=O)[nH]c2ccccc2c1=O)c1ccccc1,-10,63,74,u,x,4%,-50,94,4%
CCNC(=O)CC1C(=O)N(CC)C(=S)N1NC(=O)c1ccc(Cl)cc1 (configuration not stated),10,89,80,1,143,5%,-1,143,6%
COCCNC(=O)CSc1nc(-c2ccc(OC)c(OC)c2)cc(C(F)(F)F)n1,9,74,65,7,145,-4%,-6,145,-26%
COC(=O)c1ccc2c(=O)n(CCCN3CCCC3=O)c(=S)[nH]c2c1,23,100,77,-4,121,11%,4,121,4%
CCOC(=O)CSCC(=O)Nc1ccc(S(=O)(=O)N2CCCCC2)cc1,-16,83,100,26,63,-2%,-26,63,1%
COc1ccc(N2C(=O)CCC(C(C)=O)=C2C)cc1,6,101,95,28,104,-4%,-28,104,7%
Nc1ccc(Oc2ccc([N+](=O)[O-])cc2[N+](=O)[O-])cc1,-4,50,54,-6,80,12%,6,80,5%
O=C(Nc1ccccc1)C1CCCN(S(=O)(=O)c2ccc(-n3cnnn3)cc2)C1 (configuration not stated),20,97,77,-4,138,-3%,4,138,23%
CCN(CC(=O)Nc1ccccc1C(=O)OC)S(=O)(=O)c1ccccc1,12,94,83,-7,133,-10%,7,133,-8%
O=C(NC1CCCc2ccccc21)c1ccc(=O)[nH]c1 (configuration not stated),18,98,80,5,141,-9%,-5,141,-11%
O=S(=O)(NCc1cccnc1)c1ccc(Cl)c(Cl)c1Cl,19,106,87,x,x,0%,x,x,-21%
C=C(c1ccc(OC)cc1)c1ccc(OC)cc1,-19,32,50,-4,158,0%,4,158,10%
O=C(Nc1ccc2c(c1)OCO2)OCc1ccccc1,-2,96,98,7,132,-1%,-7,132,4%
Cc1cc2ncn(S(=O)(=O)c3ccc(S(=O)(=O)N4CCOCC4)cc3)c2cc1C,6,69,64,10,163,-10%,-10,163,18%
CC1CCCC(NC(=O)CCCn2c(=O)[nH]c3cc(Cl)ccc3c2=O)C1C (configuration not stated),-1,82,83,x,x,0%,x,x,14%
C=C(C)COc1ccc(-c2[nH]ncc2Oc2ccccc2OCC)c(O)c1,x,x,x,-12,90,-8%,12,90,-85%
C#CCSc1nnc(-c2cc3c(C(F)(F)F)nn(C)c3s2)n1C,x,x,x,-5,105,-7%,5,105,1%
COCCCn1c(CCC(=O)O)ccc1-c1cccs1,1,93,92,-2,161,-3%,2,161,-20%
CCOc1cc(C(=O)NCc2ccncc2)cc(OCC)c1OCC,10,99,89,-1,123,-7%,1,123,-55%
O=C(c1ccccc1CCc1ccccc1)N1CCN(c2ccccn2)CC1,-3,69,73,-16,91,1%,16,91,-39%
COCc1nnc(NS(=O)(=O)c2ccccc2)s1,-3,83,86,12,176,2%,-12,176,-21%
O=C(Nc1cccc(-c2cnc3ccccc3n2)c1)c1ccco1,-21,65,85,-2,103,4%,2,103,-8%
CCOC(=O)N1CCC(NC(=O)CCC(=O)N2CC(C)Oc3ccccc32)CC1 (configuration not stated),8,89,81,5,130,0%,-5,130,-6%
COc1ccc(C(=O)/C=C/Nc2ccc(C)cn2)cc1OC,4,94,90,-4,163,x,4,163,x
O=C(CN(Cc1ccccc1)C(=O)c1ccc2c(c1)OCCO2)NCc1ccc2c(c1)OCO2,3,88,85,15,129,1%,-15,129,-44%
CCOC(=O)N1CCN(CCC(=O)Nc2ccc(C)cc2)CC1,-7,75,82,7,64,-4%,-7,64,-1%
CCOC(=O)CSc1nc2ccccc2n1C(=O)OCC,8,96,88,17,166,-105%,-17,166,8%
Cc1cc(NC(CC(C)C)C(=O)O)nc(Cc2ccccc2)n1 (configuration not stated),x,x,x,20,145,-13%,-20,145,-22%
O=C(O)CCCC(=O)Nc1cccc(C(F)(F)F)c1,0,96,97,x,x,3%,x,x,-9%
Cc1noc(/C=C/N(C)C)c1S(=O)(=O)N1CCCC(C(=O)NCCC2=CCCCC2)C1 (configuration not stated),8,100,92,12,74,x,-12,74,x

# 6 compounds picked at random from those above, as already listed:
compound,MRP reversal,MRP reversal cytotoxicity,MRP reversal with doxorubicin,IL1B NFkB pot,IL1B NFkB pot cell count 2 µM,Bcl-B TR3 displacers,IL1B NFkB inh,IL1B NFkB inh cell count 2 µM,PLAP inhibitors HTS
CC1CCCC(NC(=O)CCCn2c(=O)[nH]c3cc(Cl)ccc3c2=O)C1C (configuration not stated),-1,82,83,x,x,0%,x,x,14%
CCOC(=O)N1CCN(CCC(=O)Nc2ccc(C)cc2)CC1,-7,75,82,7,64,-4%,-7,64,-1%
Nc1ccc(Oc2ccc([N+](=O)[O-])cc2[N+](=O)[O-])cc1,-4,50,54,-6,80,12%,6,80,5%
C=C(C)COc1ccc(-c2[nH]ncc2Oc2ccccc2OCC)c(O)c1,x,x,x,-12,90,-8%,12,90,-85%
O=C(NC1CCCc2ccccc21)c1ccc(=O)[nH]c1 (configuration not stated),18,98,80,5,141,-9%,-5,141,-11%
COc1ccc(N2C(=O)CCC(C(C)=O)=C2C)cc1,6,101,95,28,104,-4%,-28,104,7%

# New compounds follow
compound,MRP reversal,MRP reversal cytotoxicity,MRP reversal with doxorubicin,IL1B NFkB pot,IL1B NFkB pot cell count 2 µM,Bcl-B TR3 displacers,IL1B NFkB inh,IL1B NFkB inh cell count 2 µM,PLAP inhibitors HTS
COC(=O)c1ccccc1NC(=O)C1CCCCC1C(=O)O (configuration not stated),-4,89,93,-1,146,0%,1,146,5%
c1ccc(-c2onc3c2CCCC3)cc1,10,107,97,2,194,-8%,-2,194,23%
COc1ccccc1OCc1nc2ccccc2[nH]1,-2,90,92,0,153,0%,0,153,2%
O=C(c1cccs1)N1CCC(N2CCN(c3ccccc3)CC2)CC1,-6,90,97,x,x,0%,x,x,-83%
CC(=O)Nc1ccc(/C=N/NC(=O)c2cc3cc(C)ccc3nc2C)cc1,x,x,x,-13,192,2%,13,192,-18%
COc1ccc(C2C(C(C)=O)=C(C)Nc3ncnn32)cc1OC (configuration not stated),9,96,87,-8,96,-9%,8,96,13%
Cn1c(=O)c2cc(S(=O)(=O)NC(C(=O)NCc3ccccn3)c3ccccc3)ccc2n(C)c1=O (configuration not stated),x,x,x,6,143,15%,-6,143,1%
O=C1CN(c2ccccc2Cl)C(=O)CN1c1ccccc1Cl,-2,83,85,16,163,-10%,-16,163,13%
N#Cc1ccc(CSc2nnc(NC(=O)CN3C(=O)C4CC=CCC4C3=O)s2)cc1 (configuration not stated),8,88,79,7,208,-15%,-7,208,-45%
O=C(Nc1ccccn1)N1CCOCC1,-1,94,95,-3,148,x,4,148,x
COc1ccc(NC(C)=O)cc1NC(=O)CN1CCN(C2c3ccccc3-c3ccccc32)CC1,35,56,22,-2,132,1%,2,132,-180%
COc1ccc(C(=O)Nc2cc(C(=O)NCCc3ccccc3)ccc2Cl)cc1,x,x,x,-12,144,5%,12,144,-18%
CCOC(=O)CC1C(=O)NCCN1Cc1cccc(OC)c1 (configuration not stated),-17,89,106,25,168,-4%,-25,168,-25%
N#Cc1ccc(-c2csc(NC(=O)C3CC3)n2)cc1,2,96,94,12,69,4%,-12,69,5%
Nc1c(C(=O)c2ccccc2)oc2ccccc12,0,72,72,8,70,10%,-8,70,33%
CC(=O)N=c1sc(C(C)(C)C)c(C)n1C,-6,89,96,9,162,-13%,-9,162,18%
CCN1CCN(C(=O)C2CC(c3ccc(F)cc3)=NO2)CC1 (configuration not stated),-3,90,92,x,x,0%,x,x,-14%
Cn1c(=O)c2cc(S(=O)(=O)NC(C(=O)NCc3cccnc3)c3ccccc3)ccc2n(C)c1=O (configuration not stated),-7,103,110,-2,60,3%,2,60,4%
O=S(=O)(NC1CC2CCC1C2)c1ccc(Br)s1 (configuration not stated),-7,104,111,3,139,-2%,-3,139,18%
O=C(Oc1ccc(Br)cc1C(=S)N1CCCC1)c1ccccc1Cl,x,x,x,1,148,0%,-7,162,14%
CCOC(=O)c1ccc2nc(NC(=O)c3cccs3)sc2c1,-9,38,47,-8,106,x,8,106,x
Cc1cc(NC(=O)CCC2CCCC2)no1,-5,94,99,11,151,-2%,-11,151,16%
Nc1ccc(S(=O)(=O)c2ccc(Cl)cc2)cc1,25,90,65,3,75,-2%,-3,75,17%
CC(=O)Nc1ccc(S(=O)(=O)N2CCC(NC(=O)C(Cc3cccn3C)NC(C)=O)CC2)cc1 (configuration not stated),1,97,96,18,159,-5%,-18,159,-22%
O=C(c1cccc2ccccc12)N1CCN(CC2CC=CCC2)CC1 (configuration not stated),x,x,x,28,95,-2%,-28,95,-45%
Oc1ccccc1C1=Nc2nc3ccccc3n2C(c2ccccc2)C1 (configuration not stated),-1,79,79,-4,122,-38%,4,122,-44%
CCOc1cc(/C=N\NC(=O)c2ccc(NC(=O)C(C)(C)C)cc2)ccc1OC(=O)c1cccc(C)c1,x,x,x,9,102,14%,-9,102,3%

# Source: PubChem
